Screening data as filed in PubChem BioAssay.
AMA1-RON2 inh – disrupts binding of P. falciparum AMA1 to RON2; AlphaScreen AMA1-biotinylated RON2 peptide binding; Potency, µM (doses to about 58.2 µM), for the others: at the highest dose activity change, negative = inhibition, most hits filed as inhibitors; 360,000 tested, 0.2% active;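 also: potency is read from the fitted curve at half-maximal effect; 0% = vehicle wells and -100% = peptide control; nearly all actives have a fitted effect of over 45% in size; some results filed as inactive show a strong effect at the top dose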
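AMA1 (3D7) with his tag at 25 nM final met compounds first, then biotinylated RON2 peptide at 25 nM; detection used donor plus acceptor beads, 10 µg/mL apiece, read by AlphaScreen after 30 min at room temperature.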
AmpC detergent – blocks E. coli AmpC beta-lactamase in detergent assay. P00811. AmpC hydrolysis of nitrocefin, absorbance 480 nm, 0.01% Triton. Potency, µM (titrated, usually from 114 µM), for the others: at the top dose activity change, negative = inhibition, actives largely listed as inhibitors. 370,000 tested, 0.041% active. AID 485294;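 also: potency is read from the fitted curve at half-maximal effect; 0% = no-compound wells and -100% = no-enzyme wells; nearly all actives have a fitted effect of over 25% in size; some results filed as inactive show a strong effect at the top dose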
Target sequence (P00811 whole entry, looked up): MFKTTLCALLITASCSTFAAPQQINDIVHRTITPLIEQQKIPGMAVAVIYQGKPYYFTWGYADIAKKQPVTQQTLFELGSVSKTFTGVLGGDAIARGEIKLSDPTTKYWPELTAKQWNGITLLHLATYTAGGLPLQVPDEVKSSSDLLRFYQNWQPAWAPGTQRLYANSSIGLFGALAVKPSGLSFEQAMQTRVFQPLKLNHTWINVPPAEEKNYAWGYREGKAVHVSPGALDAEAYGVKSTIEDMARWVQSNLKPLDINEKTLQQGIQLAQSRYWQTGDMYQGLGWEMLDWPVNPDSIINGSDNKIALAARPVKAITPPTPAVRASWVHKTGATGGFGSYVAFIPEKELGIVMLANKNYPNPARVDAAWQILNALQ
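20 mM phosphate pH 7.0 + 0.01% (detergent screen) or 0.0001% Triton X-100; 5.3 nM AmpC reagent; cpd preinc 15 min RT; nitrocefin (800 uM stock) to start; A480 q20 s × 4 min; Activity was normalised to no-enzyme and no-compound control wells.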
HCMV antiviral – inhibitors of human cytomegalovirus. HFF cells, HCMV-luciferase reporter, 72 h; active compounds read low. activity change, negative = inhibition, % at 57.5 µM. 410,000 tested, 4.5% active. AID 1259415; in the data active = activity change below about -60%; inconclusive = no clear call, values can overlap the other calls; inactive = above about -39%
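After 16 h attachment at 37C, HFF cells received test compound and HCMV-luciferase (1 PFU/cell); reporter luminescence read 72 h later, data normalized against buffer-only and known inhibitor Salinomycin.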
AmpC no deterg – inhibitors of E. coli AmpC beta-lactamase without detergent | AmpC nitrocefin hydrolysis, absorbance 480 nm, 0.0001% Triton | Potency, µM (titrated, usually from 57.1 µM), for the others: at the top dose activity change, negative = inhibition, most hits filed as inhibitors | 330,000 tested, 0.52% active;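 also: potency is read from the fitted curve at half-maximal effect; plate controls were no compound for no effect and no enzyme for full effect; nearly all actives have a fitted effect of over 20% in size; some results filed as inactive show a strong effect at the top dose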
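20 mM phosphate pH 7.0 + 0.01% (detergent screen) or 0.0001% Triton X-100; 5.3 nM AmpC reagent; cpd preinc 15 min RT; nitrocefin (800 uM stock) to start; A480 q20 s × 4 min; Activity was normalised to no-enzyme and no-compound control wells.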
Giardia FBPA inh – inhibitors of Giardia lamblia fructose-1,6-bisphosphate aldolase. A8B2U2. purified Giardia FBPA. Potency, µM (top dose mostly 59.6 µM), inactives show at the highest dose activity, negative = inhibition, most hits filed as inhibitors. 290,000 tested, 0.71% active. AID 2451; also: potency is read from the fitted curve at half-maximal effect; nearly all actives have a fitted effect of over 55% in size
Target sequence (A8B2U2 whole entry, looked up): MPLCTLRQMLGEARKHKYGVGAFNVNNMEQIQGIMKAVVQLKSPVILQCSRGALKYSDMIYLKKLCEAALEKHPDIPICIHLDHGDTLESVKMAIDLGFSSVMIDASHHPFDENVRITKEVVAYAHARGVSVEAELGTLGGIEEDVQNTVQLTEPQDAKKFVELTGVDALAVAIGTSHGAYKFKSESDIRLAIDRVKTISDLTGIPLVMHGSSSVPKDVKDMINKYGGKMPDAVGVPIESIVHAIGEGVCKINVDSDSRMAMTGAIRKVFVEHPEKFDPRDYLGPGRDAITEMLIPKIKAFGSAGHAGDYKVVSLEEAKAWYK
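40 nM FBPA preincubated 10 min at RT with compound (up to 57.5 uM final), then substrate plus GAPDH/TPI/NAD/arsenate coupling and diaphorase/resazurin added. Fluorescence read after 20 min at RT, 525/598 nm.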
Sm TGR inh – inhibitors of Schistosoma mansoni thioredoxin glutathione reductase; Q962Y6; purified TGR, DTNB reduction, TNB absorbance 405 nm; Potency, µM (highest dose often 114 µM), without a hit: top-dose activity change, negative = inhibition, hits mostly inhibitors; 360,000 tested, 3% active; AID 485364; also: potency is read from the fitted curve at half-maximal effect; nearly all actives have a fitted effect of over 60% in size
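TGR 20 nM + NADPH 100 uM (dispensed conc.), cpd preinc 15 min RT; start with NADPH (500 uM addition) then DTNB (15 mM addition). Kinetic TNB absorbance, 405 nm filter. Four-parameter Hill fit across titration.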
The depositor's hits bear a star; ? = inconclusive; / = not tested or not shown; & = joins results of further samples; [ ] = remark or other dose. Unless noted, calls follow the shape of the dose curve; as a rule, active = well fitted curve in the direction sought with a large enough effect; inconclusive = small, poorly fitted or top-dose-only effect, or another doubt; inactive = no such curve, though single readings can be large; an effect the other way counts as inactive or inconclusive. Unless noted, % is scaled to controls: 0 for no effect and ±100 for the full control effect.

SMILES	AMA1-RON2 inh	AmpC detergent	HCMV antiviral	AmpC no deterg	Giardia FBPA inh	Sm TGR inh
O=C(N1CCOCC1)N1CCCC(c2nc(-c3cccs3)no2)C1 (stereo unspecified)	6%	-18%	-2	13%	-5%	-9%
Cc1sc2ncn(CC(=O)Nc3ccc(F)cc3F)c(=O)c2c1S(=O)(=O)N1CCC(C)CC1	/	-6%	-13	/	/	1%
CCc1nnc(SCC(=O)Nc2nnc(C)s2)n1CC1CCCO1 (stereo unspecified)	-3%	3%	-16	-17%	?	3%
CCC(C)N1C(=O)CCC1C(=O)N1CCN(c2ccc(F)cc2)CC1 (stereo unspecified)	-4%	-5%	4	14%	1%	2%
Cc1cccc(NC(=S)N2CCN(S(=O)(=O)c3ccccc3)CC2)c1	-7%	6%	?	-9%	/	4%
COc1cc2c(CCNC(C)=O)c[nH]c2cc1Cl	2%	-5%	-92*	-3%	0%&-1%	-1%
COc1cccc(C(=O)COc2ccc(NC(=O)c3ccccc3)cc2)c1	16%	1%	42	-34%	2%	6%
O=C(C[n+]1ccccc1)c1ccc(-c2ccccc2)cc1	-14%	-4%	2	1%	0%	1%
COc1ccc2cc(C(=O)C3CCCN(C(=O)c4ccnn4C)C3)ccc2c1 (stereo unspecified)	0%	0%	-31	147%[activator]	5%	-9%
CC(=O)Nc1ccc(S(=O)(=O)N2CCN(CCc3ccccc3)CC2)cc1	-8%	-14%	-4	28%	7%	-21%
Cn1c(=O)c2c(-c3ccccc3)n(-n3cnnc3)cc2n(C)c1=O	14%	-1%	-7	-9%	5%	?
CCOc1cc(/C=C/c2nc3ccccc3c(=O)[nH]2)ccc1O	-4%	0%	109	-8%	/	4%

A few values from the list.
`Cc1cccc(NC(=S)N2CCN(S(=O)(=O)c3ccccc3)CC2)c1` in AmpC detergent is entered as 6%
`CCC(C)N1C(=O)CCC1C(=O)N1CCN(c2ccc(F)cc2)CC1` (stereo unspecified) in Giardia FBPA inh is entered as 1%

Next compounds follow.
SMILES	AMA1-RON2 inh	AmpC detergent	HCMV antiviral	AmpC no deterg	Giardia FBPA inh	Sm TGR inh
COCCCNC(=O)c1c[nH]c2ccc(S(=O)(=O)N3CCC(C)CC3)cc2c1=O	3%	?	46	-1%	3%	7%
COCC(C)NS(=O)(=O)c1ccc(N2CCCCS2(=O)=O)cc1 (stereo unspecified)	/	6%	-11	/	/	0%
NNC(=O)c1cc2c(s1)CCCCCC2	-19%	-5%	?	-30%	-9%	-3%
COc1ccc(N2CCN(CCC3Oc4cc([N+](=O)[O-])ccc4NC3=O)CC2)cc1 (stereo unspecified)	-2%	3%	-16	59%	-4%	0%
Oc1oc(-c2ccccc2)nc1C=NCc1ccncc1	0%	?	65	-12%	1%	-25%
Cc1cccc(C)c1NC(=O)C1c2cccc[n+]2CC(=O)N1Cc1cccs1 (stereo unspecified)	36%[activator]	0%	-24	-12%	-17%	-23%
Cc1ccc(C(=O)NCc2ccncc2)cc1S(=O)(=O)Nc1cccc(C)c1C	-12%	3%	17	-28%	/	3%
CCOC(=O)Cc1csc(NC(=O)CSc2nnc(-c3cccnc3)n2Cc2ccco2)n1	4%	-4%	-29	15%	-1%	?
COc1ccc(CN(Cc2ccc(C(=O)O)cc2)C(=S)Nc2ccccc2Cl)cc1OC	10%	4%	26	4%	-19%	1%
CN(CC(O)COc1ccc(S(=O)(=O)N2CCOCC2)cc1)C1CCCCC1 (stereo unspecified)	-15%	0%	?	/	8%	-32%
CCCC(=O)Nc1cccc(NC(=O)c2cccc([N+](=O)[O-])c2C)c1	-1%	1%	-16	-29%	-1%	-20%
CCN(CC)C(=O)c1[nH]cnc1C(=O)NC1CCN(C(=O)OC(C)(C)C)CC1	-1%	-9%	-4	8%	/	-7%
CCOc1ccc(N(C)S(=O)(=O)c2ccc3[nH]cc(C(=O)NCC4CCCO4)c(=O)c3c2)cc1 (stereo unspecified)	-2%	1%	-18	44%	7%	8%
S=C(NCC1CCCO1)N1CCN(c2cccc(Cl)c2)CC1 (stereo unspecified)	3%	0%	-39	2%	3%	-6%
N#Cc1ccc(CSc2nnc(NC(=O)C3CCCO3)s2)cc1 (stereo unspecified)	0%	?	-19	102%[activator]	-1%	-7%
O=c1[nH]c(S)c(/C=C2\C=Nc3ccccc32)s1	19%	4%	-10	-43%	-11%	?
Cc1cccc(C)c1NC(=O)c1cccc(COc2cc(Cl)ccc2Cl)c1	-1%	-10%	55	-23%	4%	0%
Cc1ccc(CNC(=O)c2ccccc2NC(=O)CSc2nnnn2C)cc1	-2%	?	5	-17%	3%	12%
COc1cc(C(=O)NCC(=O)NCCSc2ccc(Br)cc2)cc(OC)c1OC	-12%	-6%	-24	2%	/	2%
C=CCn1c(SCC(=O)N2CCN(C(=O)c3ccco3)CC2)nc2sc(CC)cc2c1=O	-13%	-14%	-18	69%[activator]	3%	0%
Oc1ccccc1-c1nc(NCc2ccco2)c2ccccc2n1	2%	?	2	-43%	-1%	-15%
COc1cc(/C=C/c2ccc3cccc(O)c3n2)c(Br)cc1O	/	-5%	-98*	-17%	7%	-10%
Cc1ccccc1NC(=O)CC1SCCNC1=O (stereo unspecified)	8%	-6%	-13	-20%	-1%	0%
CCCCCC1C(=O)CCC1CC(=O)OC (stereo unspecified)	21%	/	46	/	0%	/
O=C1NCCN(Cc2ccc(F)cc2)C1=O	/	13%	9	/	/	-1%
Cc1ccc(NC(=O)CC2C(=O)N(Cc3ccccc3)C(=S)N2NC(=O)c2ccccc2)c(C)c1 (stereo unspecified)	32%[activator]	?	-12	-24%	-1%	-2%
CC(=O)N1N=C(c2ccccc2)OC12CCCC2	7%	-5%	8	-13%	3%	-14%
O=C(c1ccc(N2C(=O)CCC2=O)cc1)N1CCN(c2ccccc2)CC1	-1%	2%	-14	-30%	2%	13%
CCOC(=O)Nc1ccc2c(COC(=O)CNS(=O)(=O)c3cccc(Br)c3)cc(=O)oc2c1	7%	?	8	-38%	-2%	4%
CCCC1(CCC)NC(=O)N(CC(=O)Nc2ccc3c(c2)OCCO3)C1=O	-23%	/	15	-14%	/	/
COC(=O)C1=CN(C)C=C(C(=O)OC)C1c1ccccc1Cl	-2%	-5%	11	-8%	0%	-10%
CCN(CC)S(=O)(=O)c1ccc(Nc2nc3ccccc3n3nnnc23)cc1	6%	4%	-3	-23%	-2%	3%
CCOc1ccc2oc(C(=O)N(C)CCc3ccc(OC)c(OC)c3)c(C)c2c1	7%	?	9	52%	/	-19%
COc1cccc2sc3ccc(C#CC4(O)CCCCC4)cc3c(=O)c12	0%	-12%	30	111%[activator]	-21%	-30%
CN(C)c1ccc(C2NCC(CCl)O2)cc1 (stereo unspecified)	4%	-3%	-21	-25%	-23%	-5%
CN(C(=O)CSc1nnc(-c2n[nH]c3ccccc23)o1)c1ccccc1	25%	-13%	?	-18%	-2%	-1%

Single records (already shown). Screens in order: AMA1-RON2 inh | AmpC detergent | HCMV antiviral | AmpC no deterg | Giardia FBPA inh | Sm TGR inh
CN(C(=O)CSc1nnc(-c2n[nH]c3ccccc23)o1)c1ccccc1 is listed with 25% | -13% | ? | -18% | -2% | -1%
CCN(CC)S(=O)(=O)c1ccc(Nc2nc3ccccc3n3nnnc23)cc1 is listed with 6% | 4% | -3 | -23% | -2% | 3%
Cc1ccc(NC(=O)CC2C(=O)N(Cc3ccccc3)C(=S)N2NC(=O)c2ccccc2)c(C)c1 (stereo unspecified) is listed with 32%[activator] | ? | -12 | -24% | -1% | -2%
CCOc1ccc2oc(C(=O)N(C)CCc3ccc(OC)c(OC)c3)c(C)c2c1 is listed with 7% | ? | 9 | 52% | / | -19%
CCOC(=O)Nc1ccc2c(COC(=O)CNS(=O)(=O)c3cccc(Br)c3)cc(=O)oc2c1 is listed with 7% | ? | 8 | -38% | -2% | 4%

Following part
SMILES	AMA1-RON2 inh	AmpC detergent	HCMV antiviral	AmpC no deterg	Giardia FBPA inh	Sm TGR inh
CN(Cc1ccccc1)S(=O)(=O)c1ccc(OCC(=O)N2CCC(C(N)=O)CC2)cc1	-6%	3%	-9	58%	8%	-6%
CC(C)NS(=O)(=O)c1ccc(NC(=S)NC(=O)c2cccc([N+](=O)[O-])c2)cc1	41%[activator]	-12%	?	-38%	?	?
N#CC1=C(SCC(=O)NC2CCCCC2)NC(=O)CC1c1ccco1 (stereo unspecified)	-15%	-7%	15	-25%	-7%	70%
Cc1ccc(NC(=O)N2CCC(c3nc4c(nnn4Cc4cccc(Cl)c4)c(=O)[nH]3)CC2)cc1	-9%	-3%	24	18%	0%	0%
CNC(=O)N(O)C1N(/N=C/c2c(F)cccc2Cl)C(=S)SC1(C)C (stereo unspecified)	14%	5%	-16	3%	-14%	2%
Cc1c(C#N)c(O)n(CCO)c(=O)c1N=Nc1ccccc1	4%	-5%	-35	-19%	-7%	1%
COc1ccccc1/C=C/C(=O)Nc1ccc2c(c1)CCC2	-9%	?	84	-43%	-8%	-1%
COc1ccc(OC)c(C2=NS(=O)(=O)N(C)C(C(=O)NCc3ccco3)=C2)c1	-19%	?	-23	-23%	24%	-27%
c1ccc2c(c1)CNc1ccccc1C2	-7%	-8%	-9	-13%	-11%	?
CC(C)C(=O)Nc1ccc(NC(=O)c2cccc3c(Br)cccc23)cc1	-8%	-8%	-19	-1%	0%	-22%
CC(CCc1ccccc1)NC(=O)CNc1cccc([N+](=O)[O-])c1 (stereo unspecified)	-9%	0%	-18	154%[activator]	2%	12%
COc1cc(-c2nnc(SCCOc3ccc(C)c(Cl)c3)o2)cc(OC)c1OC	/	-11%	-7	/	/	-14%
CCN(Cc1ccccc1)S(=O)(=O)c1ccc(OC)cc1	19%	-4%	4	14%	1%	5%
O=C(NCCc1ccc(Cl)cc1)C(=O)NCC(c1cccs1)S(=O)(=O)c1ccccc1 (stereo unspecified)	/	1%	-18	/	/	-35%
Cc1ccc(NC(=O)NC2CCCCCCC2)c(C)c1	-15%	1%	-2	1%	/	0%
CCOC(=O)C1CCCN(C(=O)c2ccc(Cl)c(S(=O)(=O)N3CCCCC3)c2)C1 (stereo unspecified)	8%	0%	-7	61%[activator]	1%	47%[activator]
COc1ccccc1OCCCCN1CCC(C)CC1	5%	-1%	?	-4%	-27%	10%
CN(C)c1ccc(CNn2cnnc2SCc2ccccc2F)cc1	-19%	?	75	12%	-3%	-7%
CCc1ccc(-c2cc(C)no2)cc1S(=O)(=O)N1CCN(c2ccccc2)CC1	-5%	0%	0	-8%	/	-10%
O=C(NCc1cccc(F)c1)c1cccc2c1C(=O)c1ccc(N3CCOCC3)cc1S2(=O)=O	-3%	/	-1	-9%	/	/
CCn1c(CCC(=O)O)nc2cc(S(=O)(=O)N(C)C)ccc21	2%	?	3	-8%	0%	9%
O=C1CCC(C(=O)N2CCCC(N3CCN(c4cccc(C(F)(F)F)c4)CC3)C2)=NN1 (stereo unspecified)	14%	-1%	21	31%	/	-18%
CC(=O)Nc1ccc(Nc2nc(C)c([N+](=O)[O-])c(Nc3ccccc3)n2)cc1	-3%	?	-22	-5%	0%	-6%
Cc1ccccc1CSc1ccc(-c2cccs2)nn1	/	-13%	51	/	/	-9%
